Source: PubChem
NR2E3 ag-1 = NR2E3 agonists in two-hybrid cells, primary screen, cell-based, luminescence, CHO-S, Gal4-NCOR/VP16-NR2E3; Photoreceptor-specific nuclear receptor (Homo sapiens), Q9Y5X4; luciferase; inhibition of corepressor binding, % at 3.98 µM; 360,000 tested, 0.35% active; AID 602229, 2012;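 active = inhibition above the mean of all tested compounds plus 3 SD, cut at about 70% in these data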;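 note: 0% = DMSO with NR2E3 transfected cells and 100% = cells lacking NR2E3 construct; higher means lower luciferase signal from less NR2E3 corepressor binding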
Target sequence (Q9Y5X4 whole entry, looked up, the tested form may be a part): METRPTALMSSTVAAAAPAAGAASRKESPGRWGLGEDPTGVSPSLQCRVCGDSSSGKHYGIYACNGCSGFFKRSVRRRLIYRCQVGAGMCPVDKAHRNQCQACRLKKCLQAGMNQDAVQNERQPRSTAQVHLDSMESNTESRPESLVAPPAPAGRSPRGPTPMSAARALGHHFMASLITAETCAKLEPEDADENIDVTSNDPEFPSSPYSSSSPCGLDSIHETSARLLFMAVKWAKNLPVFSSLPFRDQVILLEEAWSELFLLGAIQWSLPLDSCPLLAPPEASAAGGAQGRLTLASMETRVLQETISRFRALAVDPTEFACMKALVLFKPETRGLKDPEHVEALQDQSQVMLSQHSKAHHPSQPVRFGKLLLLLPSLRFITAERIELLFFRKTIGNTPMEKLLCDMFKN
CaV13 ICDI inh = Disruptors of the CACNA1D IQ motif to Ca2+-dependent inactivation inhibitor domain association, primary screening, Förster resonance energy transfer in intact living …; HEK cells, CFP/YFP FRET ICDI-IQ, plate reader, 10 min; percent FRET-ratio fall versus neutral wells; inhibition, % at 12.3 µM; 340,000 tested, 0.098% active;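 active = mean replicate inhibition of at least 30% and at least 1% of replicates passing that level; inconclusive = only one of the two criteria is met; inactive = neither criterion is met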;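 note: 0% = median of the neutral control wells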
Vif imaging = HIV Vif self-association inhibitors, primary screen, imaging, HEK293T, single point. 340,000 tested, 0.35% active. inhibition, % at 7.49 µM. HEK293T cells, Vif self-association by quenched fluorescence, 24 h; in the data active = inhibition above about 50%, passing the limit was not always enough; inconclusive = no clear call, values can overlap the other calls; inactive = below about 31%; note: some results filed as inactive read as strong as hits
Peg3 prom inh = Peg3 promoter-driven luciferase inhibitors, primary screen, cell-based, HeLa, luciferase luminescence; 360,000 tested, 1.7% active; HeLa PEG-Prom luciferase reporter, overnight; inhibition, % at 20 µM;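 active = inhibition of at least 50% at 20 µM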
PDI inh = inhibitors of human PDI, primary screen, biochemical, turbidity, single point, plate reader | Protein disulfide-isomerase (Homo sapiens), P07237 | PDI insulin aggregation turbidity, A650, 90 min | inhibition, % at 10 µM | 350,000 tested, 0.052% active;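 active = mean inhibition across replicates of 30% or more, whatever share of single replicates reach that level; inconclusive = mean inhibition below 30% while every single replicate reaches 30%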;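 note: absorbance from insulin aggregation driven by PDI reduction with DTT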
Target sequence (P07237 whole entry, looked up): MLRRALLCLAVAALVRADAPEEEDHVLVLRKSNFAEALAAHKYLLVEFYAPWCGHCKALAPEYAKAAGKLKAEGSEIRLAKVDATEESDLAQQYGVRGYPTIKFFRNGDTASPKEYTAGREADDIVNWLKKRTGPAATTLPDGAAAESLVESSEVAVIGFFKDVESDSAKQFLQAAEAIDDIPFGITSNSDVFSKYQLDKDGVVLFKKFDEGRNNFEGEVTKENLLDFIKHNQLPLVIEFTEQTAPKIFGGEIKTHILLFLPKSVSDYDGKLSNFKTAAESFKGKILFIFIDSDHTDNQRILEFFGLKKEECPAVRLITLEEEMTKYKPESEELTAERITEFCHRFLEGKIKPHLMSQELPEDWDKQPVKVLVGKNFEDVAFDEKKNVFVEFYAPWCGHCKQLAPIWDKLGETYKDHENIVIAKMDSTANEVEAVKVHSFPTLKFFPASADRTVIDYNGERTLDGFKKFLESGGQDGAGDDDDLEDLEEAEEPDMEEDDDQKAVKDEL
NR2E3 ag-2 = inhibitors of NR2E3-RetCOR corepressor binding, primary screen, NR2E3 agonist project, biochemical, TR-FRET, GST-NR2E3, biotin-RetCOR | Photoreceptor-specific nuclear receptor (Homo sapiens), Q9Y5X4 | 1536-well | inhibition of corepressor binding, % at 4.78 µM | 320,000 tested, 0.12% active | AID 2300, 2010;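 active = percent inhibition above the cutoff of mean plus 3 SD of all tested compounds, set per screening campaign, cut at about 20% in these data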;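 note: 0% = DMSO wells and 100% = biotin wells as full block of FRET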
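Format: 1536-well format; test system: GST-NR2E3 and biotin-RetCOR proteins; read-out basis: percent inhibition of TR-FRET ratio; timing: 5 h incubation at 4 °C; detection: time-resolved FRET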
MITF TRPM1 inh = inhibitors of MITF-dependent TRPM1 promoter reporter, primary screen, cell-based, SK-MEL-5, single point, luciferase. AID 488899, 2010. inhibition, % at 12.5 µM. SK-MEL-5 TRPM1 promoter luciferase, 24 h. 330,000 tested, 0.83% active;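 active = mean inhibition across replicates of 60% or more, whatever share of single replicates reaches that level; inconclusive = some that reach 60%, reason not given; inactive = mean inhibition across replicates below 60%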; note: values of inactives mirror those of a sister screen read the other way
hiPSC survival = enhancers of single-cell hiPSC survival, primary screen, ATPlite luminescence. 360,000 tested, 0.044% active. survival enhancement, % at 20 µM. 100% = ROCK inhibitor wells, 0% = DMSO; in the data active = survival enhancement above about 18%;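 note: cells exposed to compounds for 16 hours before the ATP read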
aDG glyco act = activators of alpha-DG glycosylation, primary screen, uHTS, Pro5-aDG cells, AlphaScreen. alpha-DG glycosylation AlphaScreen (IIH6); 0% Pro5, 100% B10-LARGE cell signal. activation, % at 10 µM. 360,000 tested, 0.22% active;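 active = activation of at least 8% versus controls, or a plate z-score of at least 8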;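 note: Pro5 are CHO cells carrying HIG-tagged alpha-DG that lacks glycosylation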
Granule exo inh = LAMP-1 surface exposure blockers, TALL-104 cells – cell-based, flow cytometry, MLPCN library, primary screen; 360,000 tested, 0.66% active; TALL-104 LAMP-1 surface exposure; cells stimulated with thapsigargin and PMA; inhibition, % at 10 µM; AID 651702, 2012;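 active = inhibition above about 55%, limit read from the data; inconclusive = no clear call, values can overlap the other calls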
HIF-2a inh = HIF-2a reporter inhibitors, primary screen, luminescence, 786-0 RCC cells; 786-0 RCC cells HIF-2a reporter, luciferase luminescence, overnight; inhibition, % at 18.8 µM; 360,000 tested, 0.72% active; AID 624352, 2012;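 active = inhibition of the luminescence signal of 40% or more relative to plate controls, in a single-dose primary screen at 18.75 µM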
Active calls of the source: *.

How did CSCCC(NC(=O)c1ccco1)C(=O)N1CCN(C(c2ccccc2)c2ccccc2)CC1 (configuration not stated) do in these assays?
NR2E3 ag-1: 3.3; CaV13 ICDI inh: -6.2; Vif imaging: 3.2; Peg3 prom inh: -8.7; PDI inh: 1.2; MITF TRPM1 inh: 12.0; hiPSC survival: -0.4; aDG glyco act: 0.2; Granule exo inh: 0.1; HIF-2a inh: 8.8

What do the screens show for `CCCCn1c(-c2ccc(F)c(F)c2)nc2cc3[nH]c(=O)c(C(C)C)nc3cc21`?
NR2E3 ag-1: 2.9; CaV13 ICDI inh: -9.4; Vif imaging: -9.8; Peg3 prom inh: 8.8; PDI inh: -7.1; NR2E3 ag-2: 3.1; MITF TRPM1 inh: -3.3; hiPSC survival: -2.6; aDG glyco act: -0.1; Granule exo inh: 3.0; HIF-2a inh: 2.0

How did CCc1ccc2nc(N(CCN(C)C)C(=O)/C=C/c3cccs3)sc2c1 do in these assays?
NR2E3 ag-1: -3.7; Vif imaging: 2.8; Peg3 prom inh: 36.9; PDI inh: -8.2; NR2E3 ag-2: -0.6; MITF TRPM1 inh: 8.1; hiPSC survival: 0.3; aDG glyco act: -0.3; Granule exo inh: 67.2*; HIF-2a inh: 6.8

Results for COc1ccc(Nc2cc(NCCCO)c([N+](=O)[O-])c3nonc23)cc1 ?
NR2E3 ag-1: -7.2; CaV13 ICDI inh: -6.6; Vif imaging: -2.1; Peg3 prom inh: 29.9; PDI inh: 2.7; NR2E3 ag-2: 0.4; MITF TRPM1 inh: 19.1; hiPSC survival: -0.3; aDG glyco act: 0.0; Granule exo inh: -9.4; HIF-2a inh: -9.3

Results for CCCCCOC(=O)c1[nH]c2c(c1C)C(=O)CC(c1ccco1)C2 (configuration not stated) ?
NR2E3 ag-1: 51.6; Vif imaging: 30.2; Peg3 prom inh: -20.9; NR2E3 ag-2: 7.5; MITF TRPM1 inh: 47.4; hiPSC survival: -3.0; aDG glyco act: 0.4; Granule exo inh: -0.7; HIF-2a inh: -4.7

How did O=C1CN(C(=O)c2cccs2)c2ccccc2N1 do in these assays?
NR2E3 ag-1: -8.4; CaV13 ICDI inh: -4.3; Vif imaging: 3.3; Peg3 prom inh: -18.2; PDI inh: 0.7; NR2E3 ag-2: 1.9; MITF TRPM1 inh: 6.1; hiPSC survival: 1.8; aDG glyco act: -0.1; Granule exo inh: -0.6; HIF-2a inh: -33.7

How did Cc1noc(C)c1COC(=O)[C@@H](NC(=O)c1ccccc1)C(C)C do in these assays?
NR2E3 ag-1: 20.0; CaV13 ICDI inh: 7.4; Vif imaging: -13.0; Peg3 prom inh: 1.2; PDI inh: 6.5; NR2E3 ag-2: -0.7; MITF TRPM1 inh: 1.6; hiPSC survival: 0.5; aDG glyco act: 0.0; Granule exo inh: -2.5; HIF-2a inh: 5.3

How did O=C(CSc1nnc(Cc2ccccc2)n1-c1cccc(Cl)c1)N1CCOCC1 do in these assays?
NR2E3 ag-1: -5.7; CaV13 ICDI inh: -3.5; Vif imaging: 2.9; Peg3 prom inh: 9.4; PDI inh: 0.8; NR2E3 ag-2: 3.0; MITF TRPM1 inh: 3.6; hiPSC survival: -0.5; aDG glyco act: 0.0; Granule exo inh: -1.8; HIF-2a inh: 10.8

Results for Cc1cc(C(=O)NC2CC(C)(C)Cc3c2cnn3-c2cccc(F)c2)nn1C (configuration not stated) ?
NR2E3 ag-1: -23.2; CaV13 ICDI inh: -6.1; Vif imaging: 13.8; Peg3 prom inh: 18.8; PDI inh: 5.4; NR2E3 ag-2: -3.0; MITF TRPM1 inh: -8.6; hiPSC survival: 0.1; aDG glyco act: 0.1; Granule exo inh: -1.9; HIF-2a inh: 2.8

What do the screens show for `CC1=CCC2C(=O)N(c3nc4ccccc4n3C)C(=O)C2C1` (configuration not stated)?
NR2E3 ag-1: -31.5; CaV13 ICDI inh: -9.4; Vif imaging: 4.0; Peg3 prom inh: 8.3; PDI inh: 8.7; NR2E3 ag-2: 1.0; MITF TRPM1 inh: 8.2; hiPSC survival: 1.5; aDG glyco act: 0.1; Granule exo inh: -0.7; HIF-2a inh: 13.3

What do the screens show for `N#Cc1cccc(S(=O)(=O)NCCOc2ccccc2F)c1`?
NR2E3 ag-1: 5.7; CaV13 ICDI inh: -2.0; Vif imaging: 18.6; Peg3 prom inh: 6.4; PDI inh: 11.1; NR2E3 ag-2: 6.5; MITF TRPM1 inh: 2.6; hiPSC survival: 1.0; aDG glyco act: 0.1; Granule exo inh: 0.3; HIF-2a inh: 4.6

What do the screens show for `CC(C)Cc1ccc(C(=O)NCCOc2ccccc2)o1`?
NR2E3 ag-1: -126.7; CaV13 ICDI inh: -6.4; Vif imaging: -0.1; Peg3 prom inh: -75.2; PDI inh: 3.0; NR2E3 ag-2: 4.8; MITF TRPM1 inh: -19.1; hiPSC survival: 0.1; aDG glyco act: 0.0; Granule exo inh: 4.9; HIF-2a inh: -52.6

What do the screens show for `O=C(CNC(=O)c1ccco1)OCC(=O)c1ccccc1`?
NR2E3 ag-1: -17.8; CaV13 ICDI inh: -5.4; Vif imaging: -5.2; Peg3 prom inh: 9.2; PDI inh: 5.2; NR2E3 ag-2: 1.2; MITF TRPM1 inh: -18.0; hiPSC survival: -1.4; aDG glyco act: -0.2; Granule exo inh: 5.1; HIF-2a inh: 16.2

How did O=C(N[C@H]1C/C=C\C[C@@H](CC(=O)N(CCO)Cc2ccccc2)C(=O)N2CCC[C@H]2COC1=O)OCC1c2ccccc2-c2ccccc21 do in these assays?
NR2E3 ag-1: -1.1; CaV13 ICDI inh: -5.0; Vif imaging: 3.7; Peg3 prom inh: -0.3; PDI inh: -3.3; MITF TRPM1 inh: -11.8; hiPSC survival: 1.0; aDG glyco act: 0.1; Granule exo inh: -1.6; HIF-2a inh: -8.9

Results for CCOC(=O)C1(CCOC)CCN(Cc2cc3ccccc3s2)CC1 ?
NR2E3 ag-1: -0.9; CaV13 ICDI inh: -4.7; Vif imaging: 1.2; Peg3 prom inh: 6.7; PDI inh: -2.0; NR2E3 ag-2: -0.5; MITF TRPM1 inh: 4.3; hiPSC survival: -0.5; aDG glyco act: 2.0*; Granule exo inh: 0.4; HIF-2a inh: 15.4

What do the screens show for `COc1ccc(N2CCN(C(=O)CN3C(=O)NC4(CCCCC4C)C3=O)CC2)cc1` (configuration not stated)?
NR2E3 ag-1: -0.5; CaV13 ICDI inh: -2.9; Vif imaging: 6.4; Peg3 prom inh: 11.9; PDI inh: -13.7; MITF TRPM1 inh: 7.9; hiPSC survival: 0.8; aDG glyco act: 0.6; Granule exo inh: 0.7; HIF-2a inh: 2.9

How did Cn1cc(CNCc2cn[nH]c2-c2ccc(F)cc2)c(-c2ccc3c(c2)OCCO3)n1 do in these assays?
NR2E3 ag-1: 9.8; CaV13 ICDI inh: -5.3; Vif imaging: -0.7; Peg3 prom inh: 13.2; PDI inh: 3.1; NR2E3 ag-2: 3.7; MITF TRPM1 inh: 9.3; hiPSC survival: -0.5; aDG glyco act: -0.3; Granule exo inh: -1.2; HIF-2a inh: 5.3

How did O=C(CCn1ccnc1)Nc1nc2ccccc2[nH]1 do in these assays?
NR2E3 ag-1: -8.4; CaV13 ICDI inh: -3.6; Vif imaging: 2.0; Peg3 prom inh: 10.7; PDI inh: -2.7; NR2E3 ag-2: 3.1; MITF TRPM1 inh: 11.9; hiPSC survival: -0.6; aDG glyco act: -0.3; Granule exo inh: 4.1; HIF-2a inh: -1.6

What do the screens show for `COc1cccc(-n2ccn(CC(=O)NCCc3ccccc3)c(=O)c2=O)c1`?
NR2E3 ag-1: 13.2; CaV13 ICDI inh: -7.3; Vif imaging: -6.8; Peg3 prom inh: 19.6; PDI inh: 7.2; NR2E3 ag-2: 3.0; MITF TRPM1 inh: 2.9; hiPSC survival: 0.3; aDG glyco act: 0.2; Granule exo inh: inconclusive; HIF-2a inh: 11.2

Results for Cc1ccc(/C=C2\SC(=S)N(CCCC(=O)Nc3cccc(C(=O)O)c3)C2=O)cc1 ?
NR2E3 ag-1: 84.8*; CaV13 ICDI inh: -6.3; Vif imaging: 6.8; Peg3 prom inh: -30.9; PDI inh: -9.1; NR2E3 ag-2: 1.8; MITF TRPM1 inh: -1.2; hiPSC survival: 0.2; aDG glyco act: -0.3; Granule exo inh: -4.6; HIF-2a inh: 4.2

Results for CCOCCCNC(=O)C1CCC(CNS(=O)(=O)c2ccc(OC)cc2)CC1 (configuration not stated) ?
NR2E3 ag-1: 10.0; CaV13 ICDI inh: -1.9; Vif imaging: 3.2; Peg3 prom inh: -3.6; PDI inh: -3.2; NR2E3 ag-2: 2.3; MITF TRPM1 inh: -7.4; hiPSC survival: -0.3; aDG glyco act: 0.0; Granule exo inh: -2.7; HIF-2a inh: 2.0

What do the screens show for `Cc1nn(CC(O)Cn2c3c(c4ccccc42)CCN(C)C3=O)c(C)c1Br` (configuration not stated)?
NR2E3 ag-1: -6.2; CaV13 ICDI inh: -4.5; Vif imaging: -17.8; Peg3 prom inh: 20.0; PDI inh: -2.6; NR2E3 ag-2: 0.6; MITF TRPM1 inh: 5.0; hiPSC survival: -1.4; aDG glyco act: -0.1; Granule exo inh: -3.0; HIF-2a inh: 13.3

What do the screens show for `CCc1ccccc1NC(=O)C/C(C)=N/NC(=O)COc1ccccc1C`?
NR2E3 ag-1: -8.3; CaV13 ICDI inh: -3.6; Vif imaging: 7.8; Peg3 prom inh: 8.3; PDI inh: -7.9; NR2E3 ag-2: 1.3; MITF TRPM1 inh: -6.5; hiPSC survival: -0.3; aDG glyco act: 0.0; Granule exo inh: 2.3; HIF-2a inh: 3.8

How did COCCn1c(SCC(=O)NCc2ccc(OC)c(OC)c2)nc2ccccc21 do in these assays?
NR2E3 ag-1: -16.4; CaV13 ICDI inh: -4.0; Vif imaging: 7.1; Peg3 prom inh: 6.2; PDI inh: -3.7; NR2E3 ag-2: 2.5; hiPSC survival: 0.0; aDG glyco act: 0.0; Granule exo inh: 9.0; HIF-2a inh: 4.2
